EP2 modulator = modulators of human EP2 prostaglandin E2 receptor | P43116 | AID 940 | actives 0.83% (n = 260,000) | EP2-expressing cells, cAMP HTRF FRET, PGE2 co-stimulation | induction, % at 25 µM;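 active = compounds whose cAMP rise, as percent of the full-agonist control response, exceeds 60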;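 also: rat C6 glioma line stably carrying human EP2 under a CMV promoter; the protocol text gives 20 µM as final concentration; 100% = response of wells given 1 µM PGE2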
Target sequence (P43116 whole entry, looked up): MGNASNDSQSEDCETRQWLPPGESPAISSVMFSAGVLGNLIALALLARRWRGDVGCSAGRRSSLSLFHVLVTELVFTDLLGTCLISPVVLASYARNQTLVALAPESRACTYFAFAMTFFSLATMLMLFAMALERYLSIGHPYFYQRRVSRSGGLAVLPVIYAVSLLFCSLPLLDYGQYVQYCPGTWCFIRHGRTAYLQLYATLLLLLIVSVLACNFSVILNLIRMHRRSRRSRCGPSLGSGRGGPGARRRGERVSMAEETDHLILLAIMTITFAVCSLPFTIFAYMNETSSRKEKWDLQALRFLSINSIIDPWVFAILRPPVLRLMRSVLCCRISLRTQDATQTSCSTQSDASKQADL
S1P4 antagonist = human S1P4 receptor antagonism; O95977; S1P4-expressing cells, antagonist mode, reporter read-out; inhibition, % at 4.98 µM; actives 0.26% (n = 220,000); AID 1510; in the data active = inhibition above about 29%;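 also: 0% = wells stimulated with agonist and 100% = vehicle wells without agonist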
Target sequence (O95977 whole entry, looked up): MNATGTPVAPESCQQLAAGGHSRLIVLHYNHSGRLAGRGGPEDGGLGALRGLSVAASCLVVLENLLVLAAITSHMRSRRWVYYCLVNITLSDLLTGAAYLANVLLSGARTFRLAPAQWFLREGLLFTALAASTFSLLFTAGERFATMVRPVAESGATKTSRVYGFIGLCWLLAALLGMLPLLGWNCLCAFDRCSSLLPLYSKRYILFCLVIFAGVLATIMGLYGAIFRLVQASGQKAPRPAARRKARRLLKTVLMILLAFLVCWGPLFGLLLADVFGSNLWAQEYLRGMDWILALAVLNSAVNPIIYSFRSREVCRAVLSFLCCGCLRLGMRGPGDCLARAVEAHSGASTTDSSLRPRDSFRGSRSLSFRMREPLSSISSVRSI
eIF4E 4G PPI = inhibitors of eIF4E and eIF4G interaction in translation initiation. P63073+Q04637. TR-FRET eIF4E-eIF4GI(517-606) binding, 2 h. inhibition, % at 21.7 µM. actives 0.37% (n = 220,000). AID 782;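 active = inhibition above about 30%, limit read from the data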;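 also: 0% = full FRET control wells and 100% = background wells lacking eIF4GI fragment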
p97 ATPase inh = blocks human p97 ATPase activity; actives 0.42% (n = 220,000); P55072; recombinant p97 ATPase, Kinase-Glo ATP luminescence, 3 h; inhibition, % at 8 µM; AID 1481; in the data active = inhibition above about 15%;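 also: 0% = DMSO vehicle and 100% = wells lacking enzyme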
NPY1 pot ag = potentiators or agonists of human neuropeptide Y receptor Y1 | P25929 | NPY-Y1 expressing cells, potentiator/agonist activation | activation, % at 3.6 µM | actives 0.37% (n = 220,000); in the data active = activation above about 33%, passing the limit was not always enough;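 also: cells stimulated with NPY at EC10 then isoproterenol at EC100; 0% = low agonist plus stimulus and 100% = saturating agonist plus stimulus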
EP2 antag = blocks the human prostaglandin E2 receptor EP2; P43116; C6 glioma cells expressing human EP2, cAMP TR-FRET; cells stimulated with saturating PGE2; inhibition, % at 25 µM; actives 0.52% (n = 260,000);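 active = percent inhibition above 40 after rounding to a whole number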;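 also: rat C6 glioma host cells with rolipram phosphodiesterase inhibitor present; the protocol text gives 20 µM as final concentration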
NPY2 pot ag = human NPY-Y2 potentiation or agonism, primary screen; AID 1359; activation, % at 3.6 µM; actives 0.45% (n = 220,000); P49146; cells expressing NPY-Y2, potentiator/agonist read-out; in the data active = activation above about 27%;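 also: cells stimulated with NPY near EC25 plus isoproterenol at EC100; 0% = vehicle plus submaximal agonist and 100% = vehicle plus saturating agonist; some results beyond the cut were filed as inactive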
Target sequence (P49146 whole entry, looked up): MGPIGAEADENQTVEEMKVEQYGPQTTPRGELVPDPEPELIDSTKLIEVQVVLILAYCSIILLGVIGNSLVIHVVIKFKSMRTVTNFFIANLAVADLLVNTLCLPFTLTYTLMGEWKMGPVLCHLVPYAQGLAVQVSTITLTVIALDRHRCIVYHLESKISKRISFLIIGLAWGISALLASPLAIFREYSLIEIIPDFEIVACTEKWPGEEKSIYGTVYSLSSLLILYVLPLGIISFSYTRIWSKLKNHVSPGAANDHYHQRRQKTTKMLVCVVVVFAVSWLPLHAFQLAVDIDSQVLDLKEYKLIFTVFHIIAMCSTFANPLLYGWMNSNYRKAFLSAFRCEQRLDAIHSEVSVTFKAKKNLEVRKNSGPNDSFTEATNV
NPY Y1 blocker = antagonists of human neuropeptide Y receptor Y1; P25929; HEK293-CNG Y1 cells, membrane potential fluorescence; NPY at EC95, then isoproterenol; inhibition, % at 3.6 µM; actives 1% (n = 200,000); AID 1040;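 active = inhibition above the campaign mean inhibition of all tested compounds plus 3 SD, cut at about 20% in these data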;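 also: 0% = DMSO wells given NPY plus isoproterenol and 100% = isoproterenol alone without NPY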
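Test system – HEK293 Y1/CNG channel cell line · Also added – NPY agonist 25 nM, then isoproterenol 1 µM plus Ro 20-1724 25 µM · Compound dosing – one concentration, 3.6 µM, in 0.4% DMSO · Schedule – compound incubation 1 h at room temperature, readout 45 min post-stimulation · Technique – fluorescence, membrane potential probe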
S1P4 agonist = activates the human S1P4 receptor. O95977. S1P4-expressing cell line, agonist reporter assay. actives 0.35% (n = 220,000). activation, % at 4.98 µM; in the data active = activation above about 11%;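 also: 0% = DMSO vehicle and 100% = reference agonist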
Active calls of the source: *; / = not tested or not shown; & = joins results of further samples; ! = repeats disagree; [ ] = remark or other dose.

SMILES | EP2 modulator | S1P4 antagonist | eIF4E 4G PPI | p97 ATPase inh | NPY1 pot ag | EP2 antag | NPY2 pot ag | NPY Y1 blocker | S1P4 agonist
CN(C)c1cc(O)c(C(=S)Nc2ccccc2)c(N(C)C)c1 | -5 | 4 | 10 | 0 | 5 | / | 3 | 4 | 0.9
CCOc1ccc(CN(C(=O)c2oc3cc(C)ccc3c2C)C2CCS(=O)(=O)C2)cc1 (configuration not stated) | 52 | -15 | 4 | 0 | -56 | 5 | -18 | 8 | -1.9
CCOc1ccc(C(=O)NCC(=O)Nc2ccc(N3CCOCC3)cc2)cc1OCC | 22 | -17 | 8 | 6 | 10 | 8 | 5 | 0 | -0.1
O=C(CCOc1ccccc1)Nc1ccc(S(=O)(=O)N2CCCC2)cc1 | -9 | -20 | 3[fluorescence artefact?] | 2 | 5 | 14 | 16 | -13 | -1.4
O=C(Nc1ccc(S(=O)(=O)N2CCc3ccccc3C2)cc1)c1ccccc1 | -29 | -12 | -16 | 2 | 11 | 7 | -1 | -4 | 1.5
Cc1ccn2c(Nc3ccccc3C)c(-c3ccncc3)nc2c1 | 17 | -16 | 1 | -2 | 41* | 7 | 30 | -4 | -0.1
C=C(C)COc1ccc(-c2[nH]ncc2-c2ccccc2OC)c(O)c1 | -43 | -6 | 0 | 1 | 25 | 14 | 12 | 4 | 0.3
O=C(NCc1ccccc1)C1CCN(S(=O)(=O)N2CCOCC2)CC1 | 11 | 12 | -8 | -3 | 2 | 9 | -5 | -1 | -1.2
CS(=O)(=O)N(CC(=O)NCC1CCCO1)c1cc(Cl)cc(Cl)c1 (configuration not stated) | 11 | -1 | -10 | 1 | -14 | 10 | -8 | 7 | 2.1
Nc1nnc(SCC(=O)Nc2cc(S(=O)(=O)N3CCOCC3)ccc2Cl)s1 | -19 | -4 | -1 | 2 | -16 | 0 | 1 | -3 | 0.6
O=C(NCc1cccnc1)C(=O)C1C(=O)Nc2ccccc21 (configuration not stated) | -3 | 15 | 3 | -7 | -5 | 3 | 2 | / | 0.7
COc1ccc(CCNS(=O)(=O)c2ccc(C(=O)NCc3ccco3)cc2)cc1OC | -32 | -2 | -15[fluorescence artefact?] | 0 | -6 | 16 | -2 | 0 | -0.6
O=C(Cc1ccccc1)NNS(=O)(=O)c1ccc(F)cc1 | 3 | 0 | -1 | 3 | 5 | 5 | -1 | 2 | 0.5
CN1C(=O)CSc2ccc(NC(=O)NCc3ccccc3)cc21 | -33 | 1 | -3 | 2 | -8 | 0 | -7 | 1 | -1.0
CC1(C)Cc2c(sc3nc(SCC(=O)NCc4ccco4)n(-c4ccccc4)c(=O)c23)CS1 | 8 | -5 | 1 | 6 | -7 | 14 | 7 | 2 | 2.0
O=C1c2ccccc2S(=O)(=O)N1CC1CC(c2ccccc2Cl)=NO1 (configuration not stated) | -13 | 14 | 5 | 5 | -26 | 5 | 15 | -2 | 0.2
Cc1cccc(NC(=S)/N=C(\N)Nc2nc(C)c3ccc(C)cc3n2)c1 | -5 | 8 | -4 | -4 | -26 | 14 | -22 | 9 | -2.0
COc1ccccc1NS(=O)(=O)c1cc(NC(=S)NCCN2CCOCC2)ccc1N1CCOCC1 | 11 | -9 | -4 | -6 | -18 | 8 | -2 | 9 | 0.5
O=C(Cn1cnc2c(oc3ccccc32)c1=O)NCCc1ccccc1 | / | -6 | / | 5 | -8 | / | 2 | 13 | -0.5
N#Cc1c(N)[nH]c(=S)c(C#N)c1-c1ccccc1 | 46 | 7 | -2 | 6 | -35 | 13 | -11 | 6 | -0.9
Cc1c(Cl)cccc1NC(=S)N1CCC(C(N)=O)(N2CCCCC2)CC1 | -4 | -10 | -2[fluorescence artefact?] | 3 | 8 | 7 | 15 | -8 | -0.1
Nc1nc(OCC(F)(F)F)cc(Oc2ccccc2F)n1 | 12 | -12 | -4 | -2 | -6 | 8 | -25 | 9 | 0.6
O=C(NC(=S)N1CCN(c2ccc([N+](=O)[O-])cc2)CC1)c1ccc(F)cc1 | -36 | -10 | -1 | 5 | -7 | 11 | 1 | -6 | 1.2
N/C(=N\OC(=O)CC1CCCCC1)c1ccccn1 | -9 | 1 | -6[fluorescence artefact?] | 1 | 18 | 7 | 9 | 10 | -1.2
Clc1ccc(CSc2nncn2-c2ccccn2)cc1 | -27 | -11 | 6 | 3 | 11 | 4 | 7 | 0 | 1.9
Cc1cccc(N2CC(C(=O)Nc3nnc(SCC(=O)Nc4nccs4)s3)CC2=O)c1 (configuration not stated) | 11 | -22 | 1 | 0 | 8 | 9 | -11 | 2 | 1.2
CCOc1ccc(-c2nnn(CC(=O)Nc3cc(OC)cc(OC)c3)n2)cc1OCC | 13 | 11 | 5 | 2 | 15 | 6 | -3 | 0 | -0.8
CCC(=O)Nc1cccc(NC(=O)c2ccc(C)cc2Cl)c1 | -57 | -11 | 3 | -5 | 4 | 3 | 0 | -1 | 0.6
O=C(NNC1=C(C(=O)C(F)(F)F)CCC1)c1ccc(Br)cc1 | -18 | -4 | 4 | 6 | -6 | 0 | -3 | 8 | 4.5
CCOc1ccc(C2SCC(=O)N2c2c(C)n(C)n(-c3ccccc3)c2=O)cc1 (configuration not stated) | 12 | -4 | -8[fluorescence artefact?] | -1 | 20 | 3 | -3 | -8 | -1.7
CCN(CC)CCCN1C(=O)C(=O)/C(=C(/O)c2ccc3c(c2)OCCO3)C1c1ccco1 (configuration not stated) | 13 | -7 | 2 | 1 | -11 | 9 | 9 | 2 | 1.4
Cc1ccc(Sc2ccc(C(=O)N(C)C)cc2[N+](=O)[O-])cc1 | 0 | 0 | -1 | 1 | -5 | 7 | 12 | 2 | 0.0
CN1CCN(NS(=O)(=O)c2ccc(Cl)s2)CC1 | -13 | 10 | 2 | 1 | -2 | 7 | 3 | 1 | -1.2
c1ccc2c(c1)oc1c(NCCCn3ccnc3)ncnc12 | 1 | -3 | 3 | 2 | -4 | 13 | -15 | 5 | -1.5
CCCCn1c(N)c(Br)c(=O)[nH]c1=O | 9 | -4 | -9 | -2 | 32 | 4 | 2 | / | -0.2
CC(C)c1nc(-c2c(N)n(C)c(=O)n(C)c2=O)sc1C(=O)C(C)(C)C | 44 | -5 | -1 | 6 | 1 | 13 | 5 | 3 | 0.2
CCOC(=O)N/N=C/c1cn(CCCOc2ccccc2)c2ccccc12 | -13 | -15 | 0[fluorescence artefact?] | -1 | 17 | 9 | 6 | -2 | 4.9
Nc1ccc2c(c1)N=[N+]([O-])c1cc(N)ccc1C2 | -17 | 8 | -2 | 10 | 15 | 13 | -11 | / | -1.5
CCOC(=O)N1CCN(C(=O)c2ccc3nc(SCc4ccc(F)cc4)n(C)c3c2)CC1 | 3 | -5 | 4 | 7 | 6 | / | 7 | -7 | -0.1
CC(=O)C(C(C)=O)C1(O)C(=O)c2ccccc2C1=O | -27 | -20 | 1[fluorescence artefact?] | 7 | 15 | 11 | 9 | 0 | -0.4
COCCN1CCC(CNCc2cn(-c3cc(C)ccc3C)nc2-c2ccccc2)C1 (configuration not stated) | 28 | 2 | -1 | -4 | -17 | 5 | -25 | 10 | 0.5
CCn1c(SCC(=O)Nc2nccs2)nnc1-c1cc2cccc(OC)c2o1 | -6&2 | -15 | -10 | 2 | 5 | 6&5 | 2 | 1 | 1.1
COc1ccc(C(C#N)Nc2ccc(C)cc2)cc1 (configuration not stated) | 11 | -4 | 2 | -1 | -1 | 5 | -2 | -2 | 0.8
COC(=O)C1=C(N)Oc2cc(C)n(Cc3cccnc3)c(=O)c2C1c1ccc(OC)c(OC)c1OC (configuration not stated) | 18 | -5 | -6 | 1 | 10 | 6 | 3 | 8 | 0.6
COc1cccc(/C=N/NC(=O)Cn2nc(C)c([N+](=O)[O-])c2C)c1O | -1 | 2 | 3 | -1 | -5 | 10 | -5 | -2 | 0.3
O=C(OC(C(=O)NCC1CCCO1)c1ccccc1F)c1ccco1 (configuration not stated) | -2 | -17 | -1 | 5 | 7 | 12 | 25 | -4 | -0.9
Cc1ccc(S(=O)(=O)N(C)c2ccc3ccccc3c2)cc1 | -73 | 0 | 0 | 1 | -20 | 6 | -15 | 4 | 2.4
O=C(NCc1ccc(N2CCCC2=O)cc1)c1ccc(F)cc1 | -4 | -5 | 0 | -1 | -7 | 11 | -18 | 0 | 0.1
Cc1ccc(NC(=O)CCn2cnc3ccccc3c2=O)cc1Cl | -10 | -13 | 5 | 2 | 6 | 11 | 6 | 4 | -0.3
Cc1ccc(NC(=O)CCC(C(=O)O)N2C(=O)c3ccccc3C2=O)cc1 (configuration not stated) | 3 | 2 | 4 | -3 | 8 | 1 | -19 | 9 | 0.1
O=C(NCC1CCCO1)C1CCCN(c2ncccn2)C1 (configuration not stated) | 3 | -6 | 3 | 1 | -7 | 7 | -2 | 4 | -0.5
Cc1ccc(C(=O)/C=C/c2c[nH]c3ccccc23)cc1 | -27 | 17 | -1 | -5 | 20 | 9 | 11 | -4 | 2.9
COc1cc(CCC(=O)Nc2cc(C)cc(C)c2)cc(OC)c1OC | -13 | 21 | 0 | 1 | 16 | 7 | 4 | 2 | -0.1
Cc1cc(SCC(=O)Nc2ccc(O)cc2)n2nc(C)c(-c3ccccc3)c2n1 | -25 | -1 | -2 | 24* | -6 | 8 | 1 | / | 0.6
c1ccc2[nH]c(-c3ccnc4ccccc34)nc2c1 | -13&-20 | -11&-11 | 49*![fluorescence artefact?] | 6&-1 | 6&2 | 8&12 | 7&7 | -10&12 | 0.7&-0.9
CCOc1ccc2nc(Nc3nc(CSc4nnnn4-c4ccccc4)cc(=O)[nH]3)nc(C)c2c1 | 15 | -4 | -23 | 2 | 6 | 3 | -4 | 8 | -2.8
Cc1ocnc1C(=O)Nc1ccc(Cl)cc1 | 4 | -21 | -10 | -4 | 7 | 6 | 0 | 0 | -0.7
O=C(CSc1ccc2c(c1)OCCO2)NCC1CCCO1 (configuration not stated) | 18 | -15 | 2[fluorescence artefact?] | 3 | 1 | 12 | 7 | 9 | -2.5
C#CCn1c(=NC(=O)c2ccc(S(=O)(=O)N3CCc4ccccc4C3)cc2)sc2cc(S(N)(=O)=O)ccc21 | 28 | -31 | 17 | 3 | -28 | 10 | -17 | 0 | -0.9
O=C(CSc1nnc(COc2ccccc2)n1Cc1ccco1)c1ccc(F)cc1 | 32 | 9 | -2 | -10 | -20 | 1 | -20 | 20* | 0.5

(more compounds)
SMILES | EP2 modulator | S1P4 antagonist | eIF4E 4G PPI | p97 ATPase inh | NPY1 pot ag | EP2 antag | NPY2 pot ag | NPY Y1 blocker | S1P4 agonist
Cc1cccc(NC(=O)c2cnn3ccccc23)c1C | -8 | -8 | 2 | 9 | 24 | 8 | 7 | / | 0.5
O=C(NCc1ccc2c(c1)OCO2)c1cccc(S(=O)(=O)N2CCCCC2)c1 | -6 | -22 | 2[fluorescence artefact?] | -2 | -3 | 4 | -3 | 4 | -0.8
COc1ccc(NC(=O)c2cccc(OC(=S)N3CCOCC3)c2)cc1 | -22&22 | 2 | 4 | 4 | -10 | 18&9 | 5 | / | -0.8
O=C(CN1CCCC1)N/N=C/c1ccc(-c2cccc(Cl)c2)o1 | -52 | -5 | -1[fluorescence artefact?] | 0 | -19 | 16 | -16 | 7 | 0.9

Two compounds picked at random from those above:
SMILES | EP2 modulator | S1P4 antagonist | eIF4E 4G PPI | p97 ATPase inh | NPY1 pot ag | EP2 antag | NPY2 pot ag | NPY Y1 blocker | S1P4 agonist
COc1ccc(CCNS(=O)(=O)c2ccc(C(=O)NCc3ccco3)cc2)cc1OC | -32 | -2 | -15[fluorescence artefact?] | 0 | -6 | 16 | -2 | 0 | -0.6
COc1cccc(/C=N/NC(=O)Cn2nc(C)c([N+](=O)[O-])c2C)c1O | -1 | 2 | 3 | -1 | -5 | 10 | -5 | -2 | 0.3

Not all compounds are listed; count on the stated rates, not on these rows.
